High-throughput results from PubChem BioAssay.
G9a inh – G9a (human) methyltransferase inhibition. G9a H3K9 monomethylation, AlphaScreen, 2 h. Potency, µM (titrated, usually from 102 µM), inactives show at the top dose activity, negative = inhibition, actives largely listed as inhibitors. 8.8% of 350,000 active. AID 504332; further: potency means the concentration at half of the fitted maximal effect; on the % scale 0 is the no-effect control and ±100 the full control effect; nearly all actives have a fitted effect of over 75% in size
Target sequence (Q96KQ7 913-1193 limits assumed): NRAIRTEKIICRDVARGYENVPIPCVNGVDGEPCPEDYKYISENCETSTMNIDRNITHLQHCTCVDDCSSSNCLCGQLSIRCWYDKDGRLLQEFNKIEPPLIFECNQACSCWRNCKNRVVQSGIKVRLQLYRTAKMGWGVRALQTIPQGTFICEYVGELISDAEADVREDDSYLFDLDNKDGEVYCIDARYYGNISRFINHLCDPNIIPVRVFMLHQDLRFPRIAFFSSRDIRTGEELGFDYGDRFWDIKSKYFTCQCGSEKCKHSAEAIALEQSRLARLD
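Quantitative HTS format: methyltransferase activity on a biotin-tagged H3K9 peptide is measured by AlphaScreen, using a rabbit anti-monomethyl-H3K9 antibody with streptavidin donor and anti-IgG acceptor beads. Final levels are 20 nM enzyme, 500 nM peptide, 20 uM SAM; 2 h RT.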
HP1b binding inh – HP1-beta chromodomain-methylated histone interaction inhibition; P83916; AlphaScreen HP1-beta / biotin-H3K9me3 peptide binding; Potency, µM (series often up to 114 µM), inactives show at the highest dose activity change, negative = inhibition, hits mostly inhibitors; 0.56% of 390,000 active; AID 540317; further: potency means the concentration at half of the fitted maximal effect; nearly all actives have a fitted effect of over 70% in size; inactives centre near 23
Target sequence (P83916 whole entry, looked up): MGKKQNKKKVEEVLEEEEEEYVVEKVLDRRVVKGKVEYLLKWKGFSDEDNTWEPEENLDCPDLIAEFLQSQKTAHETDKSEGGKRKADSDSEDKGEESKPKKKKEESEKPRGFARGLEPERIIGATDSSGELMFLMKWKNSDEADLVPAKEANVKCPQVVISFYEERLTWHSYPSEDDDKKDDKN
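Compound inhibition of the preformed complex between 50 nM HP1-beta and 50 nM biotinylated H3K9me3 peptide was read by AlphaScreen. Buffer was PBS pH 7.4 with 0.01% Tween-20. Incubations ran 30 min at room temperature, with 10 ug/mL donor/acceptor beads.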
PI4K2A inh – inhibitors of human PI4K2A; activity change, negative = inhibition, % at 76.9 µM; Q9BTU6; purified PI4K2A, ADP-Glo luminescence, 1 h; active compounds read low; 0.13% of 420,000 active; in the data active means activity change below about -50%; inconclusive means mostly about -30% to -49%;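 further: -100% = wells without enzyme as full effect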
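In this quantitative HTS, ADP production by PI4K2A was quantified luminescently after 1 h at ambient temperature; 100 microM adenosine served as plate-quality control.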
BAZ2B inh – blocks human BAZ2B. 4.4% of 360,000 active. AlphaScreen BAZ2B-H3K14Ac peptide displacement. Potency, µM (series often up to 114 µM), for the others: at the top dose activity change, negative = inhibition, hits mostly inhibitors. Q9UIF8; further: potency means the concentration at half of the fitted maximal effect; on the % scale 0 is the no-effect control and ±100 the full control effect; nearly all actives have a fitted effect of over 60% in size
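Inhibition is scored as reduced AlphaScreen emission. The BAZ2B/b-H3(5-23)K14Ac complex (50 nM each) in PBS pH 7.4, 0.01% Tween-20 meets compound (up to 110 uM) for 30 min at RT before bead addition.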
JMJD2A Tudor inh – blocks the human JMJD2A Tudor domain; Potency, µM (titrated, usually from 114 µM), without a hit: top-dose activity change, negative = inhibition, hits mostly inhibitors; O75164; 4.4% of 390,000 active; AID 504339; AlphaScreen JMJD2A-Tudor / H3K4me3 peptide binding; further: potency means the concentration at half of the fitted maximal effect; on the % scale 0 is the no-effect control and ±100 the full control effect; nearly all actives have a fitted effect of over 50% in size
12-LOX inh – inhibitors of human 12S-lipoxygenase ALOX12. P18054. AID 1671190. Potency, µM (doses to about 108 µM), for inactives: at the top dose activity change, negative = inhibition, hits mostly inhibitors. purified 12hLO, xylenol orange hydroperoxide absorbance. 1.1% of 580,000 active; further: potency means the concentration at half of the fitted maximal effect; on the % scale 0 is the no-effect control and ±100 the full control effect
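Purified human 12hLO at 150 nM in 25 mM Hepes, 0.01% Triton X-100, pH 7.0, preincubated 15 min at room temperature with compound. Reaction started with 40 uM arachidonic acid, 30 min at room temperature. Hydroperoxide measured by Fe-xylenol orange, 573/405 nm absorbance ratio.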
GLS inhibitor – inhibitors of human glutaminase (GLS). O94925. GLS enzymatic activity, qHTS titration. Potency, µM (highest dose often 45.5 µM), for inactives: at the top dose activity change, negative = inhibition, actives largely listed as inhibitors. 0.21% of 410,000 active. AID 624170; further: potency means the concentration at half of the fitted maximal effect; on the % scale 0 is the no-effect control and ±100 the full control effect
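Read-out is an Amplex red fluorescence increase coupled through glutamate oxidase and HRP, measured before and after 30 min room-temperature incubation. hKGA is in 45 mM KH2PO4 (pH 8.2) with 0.02% Tween-20; glutamine added as 1mM solution.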
ERG Ets-DNA blk – inhibitors of human ERG Ets domain-DNA interaction | P11308 | fluorescence polarization, His-ERG Ets domain / labelled DNA | Potency, µM (series often up to 76.9 µM), for the others: top-dose FP activity, negative = inhibition, actives largely listed as inhibitors | 0.028% of 370,000 active; active means well fitted inhibition curve with a large enough effect in the polarisation, with a control signal flat; inconclusive means small, poorly fitted or top-dose-only effect, or effect the other way, or a change in a side signal; inactive means no such curve, though single readings can be large or run the other way; the % refers to the polarisation;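 further: polarization taken with two DNA probes labelled with fluorescein and Texas red; potency means the concentration at half of the fitted maximal effect; % of control where 0% means no effect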
Target sequence (P11308 whole entry, looked up, the tested form may be a part): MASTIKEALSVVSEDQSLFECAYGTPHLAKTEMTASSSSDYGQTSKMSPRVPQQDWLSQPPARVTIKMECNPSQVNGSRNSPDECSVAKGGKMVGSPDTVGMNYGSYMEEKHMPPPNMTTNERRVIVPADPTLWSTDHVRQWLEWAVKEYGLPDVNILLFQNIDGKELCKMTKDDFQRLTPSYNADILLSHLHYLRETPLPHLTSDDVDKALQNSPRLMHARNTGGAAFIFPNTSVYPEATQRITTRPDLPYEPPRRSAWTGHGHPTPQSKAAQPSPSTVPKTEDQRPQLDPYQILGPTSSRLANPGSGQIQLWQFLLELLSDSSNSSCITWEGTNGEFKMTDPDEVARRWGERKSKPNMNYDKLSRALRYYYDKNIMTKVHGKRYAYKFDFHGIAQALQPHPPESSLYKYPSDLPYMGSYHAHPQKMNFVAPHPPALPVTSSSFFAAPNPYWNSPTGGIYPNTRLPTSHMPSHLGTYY
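His-tagged ERG Ets domain (1 uM in the protein solution; 300mM KCl, 50mM Tris-HCl, 1mM EDTA, 1mM DTT, pH 7.5) received compound, then a probe mix of 5 nM fluorescein-DNA and 100nM Texas-615-DNA. Fluorescence polarization was read for both dyes.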
RGS4 inhibitor – blocks human RGS4-accelerated GTP hydrolysis; Transcreener GDP fluorescence polarization, RGS4-accelerated GTP hydrolysis; 0.039% of 390,000 active; P49798; Potency, µM (series often up to 114 µM), inactives show at the highest dose activity change, negative = inhibition, hits mostly inhibitors; AID 504845; further: potency means the concentration at half of the fitted maximal effect; on the % scale 0 is the no-effect control and ±100 the full control effect; nearly all actives have a fitted effect of over 75% in size; some results filed as inactive show a strong effect at the top dose
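MLSMR compounds (23 nl, pin-transferred) preincubated 10 min at room temperature with a 500nM (2x) first reagent, then RGS4 at 900nM (2x) plus Transcreener GDP mix added; fluorescence polarization (620/688 nm) read before and after 90 min at 30 °C.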
* = called active by the depositor; u = inconclusive; x = not tested or not shown; [ ] = dose if it differs, or a comment. Unless noted, the call rests on the fitted dose curve; in most records, active means well fitted curve in the direction sought with a large enough effect; inconclusive means small, poorly fitted or top-dose-only effect, or another doubt; inactive means no such curve, though single readings can be large; an effect the other way counts as inactive or inconclusive. A portion of the library. The share of hits here may be higher or lower than overall.

nr | Molecule | JMJD2A Tudor inh | PI4K2A inh | G9a inh | GLS inhibitor | HP1b binding inh | ERG Ets-DNA blk | BAZ2B inh | 12-LOX inh | RGS4 inhibitor
1 | Cc1cccc(CN2CCN(CC(=O)NCc3ccc(Cl)cc3)C2=O)c1 | -10% | 0 | -3%[59 µM] | 5% | 22% | 0% | -6% | -29% | 2%
2 | C[C@]12C=CC(=O)C=C1CC[C@@H]1[C@@H]2C(=O)C[C@@]2(C)[C@H]1CC[C@]2(O)C(=O)COC(=O)CCC(=O)O | -1% | -9 | 2% | 3% | 3% | 8% | -9% | -9% | 17%
3 | CS(=O)(=O)N(CC(=O)Nc1ccccc1-c1ccccc1)c1cccc(F)c1 | -23% | 1 | 17%[12.7 µM] | 3% | 30% | 5% | -23% | -16% | -3%
4 | O=S(=O)(c1cccc(Cl)c1)c1nnn2c1nc(NC1CCCC1)c1sccc12 | -22% | -1 | -15%[59 µM] | -3% | 8% | -1% | -32% | u | 1%
5 | CC(NC(=O)c1ccc(Cl)cc1)C1CC2CCC1C2 (stereo unspecified) | -17% | 0 | -1% | -4% | 24% | 3% | 3% | 0% | -3%
6 | CCC(C(=O)OCC(=O)Nc1ccc(C(N)=O)cc1)c1ccccc1 (stereo unspecified) | -17% | -18 | 8% | 19% | -1% | -8% | -4% | -2% | 3%
7 | O=S(=O)(c1ccc(Cl)cc1)N1CCN(C2CCCCCC2)CC1 | 9% | 7 | -9%[12.7 µM] | 3% | 20% | -7% | -10% | 0% | -3%
8 | Cc1ccc(C(=O)NCCc2sc(C)nc2C)cc1 | -14% | 4 | 5%[59 µM] | 8% | 8% | x | -31% | 5% | -6%
9 | O=C(CCc1nc2ccccc2[nH]1)NC1CCCCC1 | -7% | -5 | -4%[59 µM] | -4% | 38%[activator] | 4% | 4% | u | 3%
10 | O=C(/C=C/c1ccc[nH]1)c1ccccc1 | 18µM* | -4 | u | 7% | -23% | 5% | u | u | u
11 | COCCN(C(=O)COC(=O)c1oc2ccc(OC)cc2c1C)c1c(N)n(Cc2ccccc2)c(=O)[nH]c1=O | -24% | -3 | -1%[0.501 µM] | 0% | -3% | 1% | -36% | 22% | -21%
12 | CC(=O)Nc1nc2cc([N+](=O)[O-])ccc2s1 | -5% | -12 | -10%[2.33 µM] | -5% | 10% | 10% | 6% | u | -5%
13 | CCOc1ccc(NC(=O)c2ccc(NC(=O)C3CCCO3)cc2)cc1 (stereo unspecified) | -11% | -1 | 12% | 4% | 0% | 0% | 0% | -4% | -3%
14 | Cc1cc(C)c(C2=Nn3c(C)nnc3SC2C)cc1C (stereo unspecified) | -2% | 2 | -2% | 3% | 26% | 14% | 1% | -1% | -5%
15 | CS(=O)(=O)N(CC(=O)N1CCc2ccccc2C1)c1cccc(Br)c1 | -3% | -2 | x | -1% | 44%[activator] | 12% | x | u | 12%
16 | COc1ccc(NC(=O)c2csc(Cc3ccc(Cl)cc3)n2)cc1 | -10% | 7 | 36%[activator] | -3% | 31% | -10% | 15% | u | 5%
17 | COc1ccc(OC)c(CNc2nc3ccc(C)cc3n3nnnc23)c1 | -17% | -2 | 9%[59 µM] | -1% | 24% | -1% | -6% | -3% | 34%
18 | COc1ccc(N2CC(C(=O)N/N=C/c3ccccc3)CC2=O)cc1 (stereo unspecified) | -9% | 0 | 5% | 5% | 27% | 2% | -6% | 12% | 26%
19 | Cc1ccccc1NC(=O)CN1C(=O)C2(SCC(=O)N2c2ccc(F)cc2)c2ccccc21 (stereo unspecified) | -13% | 4 | 0%[59 µM] | 1% | 49%[activator] | 5% | 10%[57.1 µM] | 4% | -21%
20 | COc1ccc(NC(=O)C2CC(=O)N(c3cc(C)ccc3C)C2)cc1 (stereo unspecified) | -21% | -13 | -8%[12.7 µM] | 2% | 14% | 2% | -1% | 3% | 11%
21 | O=C(CCCCCn1c(=O)[nH]c2ccccc2c1=O)N1CCN(c2ccc(Cl)cc2)CC1 | u | 1 | 6%[59 µM] | -18% | -18% | -7% | u | -15% | 13%
22 | CCOc1ccc(CCNC(=O)Cn2ncn3nc(-c4ccc(OC)cc4)cc3c2=O)cc1OCC | 0% | -1 | 16%[59 µM] | -1% | 48%[activator] | 7% | -3% | 2% | -26%
23 | Cc1cccc(NC(=O)CN2NS(=O)(=O)c3ccccc3C2=O)c1 | 3% | 4 | -2%[12.7 µM] | 4% | 31% | 1% | -25% | 0% | -15%
24 | CCOc1ccc(N2C(=O)CC(Sc3nc(O)c(CC)c(=O)[nH]3)C2=O)cc1 (stereo unspecified) | -10% | 3 | x | 26% | 2% | 9% | x | u | 10%
25 | COc1ccc(C)cc1NC(=O)CN(c1ccc(C)cc1)S(C)(=O)=O | -18% | 10 | u | 6% | 29% | 4% | -3% | -15% | -1%
26 | Cc1cc(C)c(NC(=O)CN(C)C(=O)CCC(=O)c2ccc(C)s2)c(C)c1 | -15% | 1 | 9%[12.7 µM] | 2% | 18% | -9% | -20% | 154%[activator] | -8%
27 | COCCCNC(=O)CC1C[C@H](C(=O)N2CCOCC2)[C@@]2(C)c3[nH]c4ccc(OC)cc4c3CCN2C1=O (stereo partly specified) | -18% | 0 | x | 10% | 47%[activator] | 16% | x | -9% | 9%
28 | O=C(CN1C(=O)NC(Cc2c[nH]c3ccccc23)C1=O)NCC(F)(F)F (stereo unspecified) | -4% | 1 | -2%[2.33 µM] | 13% | 61%[activator] | 7% | 10% | -8% | 6%
29 | COc1cccc(C(=O)COC(=O)c2ccc(NC(C)=O)cc2)c1 | 9% | -4 | -48%[59 µM] | -1% | 20% | 1% | 0% | -14% | -19%
30 | Cc1nn(CC(=O)NC(C)C)c(C)c1[N+](=O)[O-] | -4% | -2 | 9% | -10% | 29% | -8% | -15% | 7% | 8%

Next part; the last 4 above are carried over.
nr | Molecule | JMJD2A Tudor inh | PI4K2A inh | G9a inh | GLS inhibitor | HP1b binding inh | ERG Ets-DNA blk | BAZ2B inh | 12-LOX inh | RGS4 inhibitor
27 | COCCCNC(=O)CC1C[C@H](C(=O)N2CCOCC2)[C@@]2(C)c3[nH]c4ccc(OC)cc4c3CCN2C1=O (stereo partly specified) | -18% | 0 | x | 10% | 47%[activator] | 16% | x | -9% | 9%
28 | O=C(CN1C(=O)NC(Cc2c[nH]c3ccccc23)C1=O)NCC(F)(F)F (stereo unspecified) | -4% | 1 | -2%[2.33 µM] | 13% | 61%[activator] | 7% | 10% | -8% | 6%
29 | COc1cccc(C(=O)COC(=O)c2ccc(NC(C)=O)cc2)c1 | 9% | -4 | -48%[59 µM] | -1% | 20% | 1% | 0% | -14% | -19%
30 | Cc1nn(CC(=O)NC(C)C)c(C)c1[N+](=O)[O-] | -4% | -2 | 9% | -10% | 29% | -8% | -15% | 7% | 8%
31 | Cc1cc(C)n(CCC(=O)N=Nc2c(O)[nH]c3ccc(Br)cc23)n1 | -22% | -8 | u | 7% | 12% | 6% | -23% | -25% | 15%
32 | Cc1ccc(F)cc1NC(=O)CCc1c(C)nn(-c2ccc(N3CCCC3)nn2)c1C | -15% | 1 | 5%[59 µM] | 4% | 56%[activator] | 3% | -15% | -18% | -4%
33 | CN1CCc2c(sc3nc(SCC(=O)N4CCOCC4)nc(N)c23)C1 | -22% | 0 | -2%[59 µM] | u | 18% | 2% | x | 65%[activator] | -8%
34 | COc1ccc(OC)c(NC(=O)c2ccc(-c3nc(CSc4ccccc4)c(C)o3)cc2)c1 | -21% | 5 | u | -8% | 33% | 0% | u | -13% | 13%
35 | Cc1ccc2nc(C)cc(OCC(=O)O)c2c1 | -6% | 2 | u | -9% | 31% | -6% | u | -5% | -31%
36 | COc1cc(OC)cc(C(=O)NCCc2csc(-c3cccc(C)c3)n2)c1 | -1% | -1 | 20%[59 µM] | -7% | 31%[57 µM] | -4% | 3% | -12% | 8%
37 | Cc1ccnc(NC(=O)c2ccc(Cl)c(NC(=O)C(C)Oc3ccccc3)c2)c1 (stereo unspecified) | -3% | -4 | x | -15% | 35% | 8%[15.4 µM] | -18% | 9% | -11%
38 | O=C1N/C(=N\N=C\c2ccc3ncccc3c2)SC1Cc1ccc(SC(F)F)cc1 (stereo unspecified) | 1% | -5 | 40%[activator][12.7 µM] | -7% | 25% | -5% | 4% | 0% | -6%
39 | COc1ccc(C(CNC(=O)c2cc(S(=O)(=O)N3CCN(c4ccccc4)CC3)ccc2Cl)N(C)C)cc1 (stereo unspecified) | u | -1 | x | 14% | 0% | -2% | x | -6% | 8%
40 | CCOc1ccccc1NC(=O)c1nc2nc(C)cc(C(F)F)n2n1 | -13% | -6 | -11%[59 µM] | 5% | 37% | -2% | 1% | 0% | -15%
41 | COc1cc(OC)c(-c2noc(C(=O)OC(C)(C)C)c2C(=O)OC(C)(C)C)c(OC)c1 | -16% | -1 | 0%[59 µM] | 1% | 15% | x | 8% | -16% | 4%
